# IDH1 R132H inh = IDH1 R132H (human) inhibition; AID 624101; actives 0.18% (n = 70,000); inhibition, % at 10 µM; IDH1 R132H reductase, diaphorase/resazurin fluorescence, 60 min; O75874; in the data active = inhibition above about 34%;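 also: 0% = DMSO and 100% = no enzyme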
# Target sequence (O75874 whole entry R132H): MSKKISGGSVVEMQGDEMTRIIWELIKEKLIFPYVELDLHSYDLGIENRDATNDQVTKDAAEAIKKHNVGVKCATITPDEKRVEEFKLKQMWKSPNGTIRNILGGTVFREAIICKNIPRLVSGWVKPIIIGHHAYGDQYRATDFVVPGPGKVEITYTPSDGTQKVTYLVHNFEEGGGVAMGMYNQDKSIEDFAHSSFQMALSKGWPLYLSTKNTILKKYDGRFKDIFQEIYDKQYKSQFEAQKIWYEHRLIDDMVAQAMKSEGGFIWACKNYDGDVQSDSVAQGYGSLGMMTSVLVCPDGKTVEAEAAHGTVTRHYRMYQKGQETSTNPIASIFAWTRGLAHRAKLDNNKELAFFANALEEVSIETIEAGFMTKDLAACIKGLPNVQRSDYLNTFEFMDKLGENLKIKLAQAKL
# PRC2 inh = inhibitors of human EZH2/PRC2 methyltransferase | Q15910 | PRC2 H3K27 methylation, DELFIA TRF, 1 h | inhibition, % at 12.5 µM | actives 0.35% (n = 57,000) | AID 651548;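 active = mean inhibition of replicates at least 50% and every single replicate also reaching 50%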;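 also: dimethyl H3K27 on biotinylated H3 21-44 peptide detected by antibody; plate controls were median neutral control wells for no effect and median positive control wells for full effect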
# Active calls of the source: *; . = no result given.
canonical_smiles	IDH1 R132H inh	PRC2 inh
C[C@H]1CN([C@@H](C)CO)C(=O)Cc2cc(NC(=O)c3ccncc3)ccc2O[C@H]1CN(C)CC1CC1	0.9	5
COc1ccc(S(=O)(=O)Nc2ccc3c(c2)C(=O)N([C@H](C)CO)C[C@H](C)[C@H](CN(C)C(=O)NC(C)C)OCCCC[C@H](C)O3)cc1	-0.2	.
CO[C@H]1CN(C)C(=O)c2cccc(C#N)c2OC[C@@H]2O[C@H](CC[C@H]2OC)CCN(C)C(=O)[C@@H]1C	0.2	-1
C[C@H](CO)N1C[C@H](C)[C@@H](CN(C)Cc2ccc(C(=O)O)cc2)Oc2ccc(NS(=O)(=O)c3ccc(Cl)cc3)cc2CC1=O	0.7	.
CCCNC(=O)N(C)C[C@@H]1Oc2cc(C#CC(C)(C)O)ccc2S(=O)(=O)N([C@@H](C)CO)C[C@@H]1C	-0.6	-13
COc1ccccc1S(=O)(=O)N[C@H]1C=C[C@@H](CC(=O)NCc2cc(F)cc(F)c2)O[C@@H]1CO	-0.4	-16
C[C@@H]1CN([C@@H](C)CO)C(=O)c2cccc(NC(=O)C3CCCCC3)c2O[C@@H]1CN(C)C(=O)Nc1ccc2c(c1)OCO2	0.7	-3
COc1ccc(NC(=O)Nc2ccc3c(c2)C(=O)N([C@H](C)CO)C[C@@H](C)[C@@H](CN(C)C(=O)Nc2c(C)noc2C)O3)cc1	-0.2	.
COc1cccc(-c2cnc3c(c2)C(=O)N([C@@H](C)CO)C[C@H](C)[C@@H](CN(C)CC2CCCC2)O3)c1	-0.3	-4
C[C@H]1CN([C@@H](C)CO)C(=O)Cc2cc(NC(=O)c3ccncc3)ccc2O[C@@H]1CN(C)S(=O)(=O)c1cccs1	0.2	.
COc1ccccc1CNC(=O)C[C@H]1C[C@H]2c3cc(NC(=O)CC4CC4)ccc3O[C@H]2[C@H](CO)O1	-0.1	-1
CCCC#Cc1cnc2c(c1)C(=O)N([C@H](C)CO)C[C@H](C)[C@@H](CN(C)C(=O)C1CCOCC1)O2	0.2	1

# Following part.
canonical_smiles	IDH1 R132H inh	PRC2 inh
COc1ccc(S(=O)(=O)N[C@H]2CC[C@H](CC(=O)NCCc3ccccc3)O[C@@H]2CO)cc1	-0.2	2
COc1ccccc1-c1ccc2c(c1)O[C@@H](CN(C)Cc1ccc3c(c1)OCO3)[C@@H](C)CN([C@@H](C)CO)S2(=O)=O	-0.2	14
C[C@@H]1CCCCO[C@@H](CN(C)C(=O)c2ccncc2)[C@H](C)CN([C@@H](C)CO)C(=O)c2cc(NS(C)(=O)=O)ccc2O1	4.2	.
C[C@@H]1CN([C@@H](C)CO)S(=O)(=O)c2ccc(-c3ccc(F)cc3)cc2O[C@H]1CN(C)C(=O)Nc1ccc(F)cc1	0.0	-3
CC(/C=C/C(=O)NO)=C\c1ccccc1OCc1ccc(COc2ccc3ccncc3c2)cc1	0.0	-11
O=C(N[C@H]1CC[C@@H](CCn2cc(C3(O)CCCC3)nn2)O[C@@H]1CO)C1CCOCC1	-0.1	11
CCCNC(=O)Nc1ccc2c(c1)C(=O)N(C)C[C@@H](OC)[C@@H](C)CN(CC1CCCC1)[C@@H](C)CO2	-0.4	18
C=CCN1C(=O)[C@@]2(O[C@@H](CCn3cc(CCO)nn3)[C@H]([Si](C)(C)c3ccc(OC)cc3)[C@H]2C)c2cc(NC(=O)c3ccc(OC)cc3)ccc21	66*	-2
C[C@@H]1CCCCO[C@@H](CN(C)Cc2ccncc2)[C@H](C)CN([C@H](C)CO)C(=O)c2cc(NC(=O)CCC(F)(F)F)ccc2O1	9.6	1
C[C@@H]1CCCCO[C@H](CN(C)C(=O)Nc2ccc(C(F)(F)F)cc2)[C@@H](C)CN([C@H](C)CO)C(=O)c2cc(NC(=O)Cc3ccccc3)ccc2O1	0.1	.
O=C(Nc1ccc2c(c1)[C@H]1C[C@H](CC(=O)N3CCc4ccccc4C3)O[C@H](CO)[C@H]1O2)NC1CCCC1	0.2	-11
O=C(C[C@H]1CC[C@H](NC(=O)c2cccc(F)c2)[C@H](CO)O1)NCCN1CCCC1	-0.1	0

# Next entries follow.
canonical_smiles	IDH1 R132H inh	PRC2 inh
C/C=C/c1cnc2c(c1)C(=O)N([C@H](C)CO)C[C@H](C)[C@H](CN(C)C(=O)C1CCCCC1)O2	-0.1	.
COc1ccc(C(CC(=O)O)C(=O)O)cc1OC (stereo not given)	-0.1	-3
C[C@@H]1CN([C@H](C)CO)C(=O)Cc2cc(NS(=O)(=O)c3ccccc3)ccc2O[C@H]1CN(C)S(=O)(=O)c1ccc(F)cc1	-0.4	.
COc1ccc(NC(=O)Nc2ccc3c(c2)C(=O)N([C@@H](C)CO)C[C@H](C)[C@@H](CN(C)C(=O)Nc2ccccc2)OCCCC[C@H](C)O3)cc1	0.3	.
C[C@H](CO)N1C[C@H](C)[C@H](CN(C)S(=O)(=O)c2cccs2)Oc2ccc(NC(=O)Nc3ccc(F)cc3)cc2C1=O	0.0	.
C[C@@H]1CN([C@H](C)CO)C(=O)CCCn2cc(nn2)CO[C@@H]1CN(C)C(=O)Oc1ccccc1	.	-6
C[C@@H]1CN([C@@H](C)CO)S(=O)(=O)c2ccc(-c3cccc(C(=O)N(C)C)c3)cc2O[C@H]1CN(C)C(=O)Nc1ccc(F)cc1	-0.2	-4
Cc1noc(C)c1NC(=O)Nc1ccc2c(c1)C(=O)N([C@@H](C)CO)C[C@H](C)[C@@H](CN(C)Cc1ccc(Cl)c(Cl)c1)O2	-0.7	0
CC(C)(C)/C=N/NC(=O)CCCCCCC(=O)Nc1ccccc1O	-0.1	4
COc1ccc(S(=O)(=O)N(C)C[C@@H]2OCCCC[C@H](C)Oc3ccc(NS(C)(=O)=O)cc3C(=O)N([C@@H](C)CO)C[C@H]2C)cc1	-2.6	.
C[C@@H]1CCCCO[C@H](CN(C)Cc2ccncc2)[C@@H](C)CN([C@@H](C)CO)C(=O)c2cc(NC(=O)C3CCCCC3)ccc2O1	4.4	-15
C[C@@H]1CN([C@@H](C)CO)C(=O)c2cc(NC(=O)Nc3ccc(F)cc3)ccc2O[C@@H](C)CCCCO[C@H]1CN(C)C	2.2	-4

# Continuation.
canonical_smiles	IDH1 R132H inh	PRC2 inh
C[C@@H]1CN([C@@H](C)CO)C(=O)c2cc(NC(=O)NC3CCCCC3)ccc2O[C@@H]1CN(C)C(=O)Nc1ccc(F)cc1	-0.3	-9
CSc1cccc(NC(=O)C(C)NS(=O)(=O)c2ccc(F)cc2)c1 (stereo not given)	0.4	25
C[C@@H]1CN([C@H](C)CO)C(=O)Cc2cc(NC(=O)CCC(F)(F)F)ccc2O[C@@H]1CN(C)Cc1ccc2c(c1)OCO2	1.6	-2
C[C@H](CO)N1C[C@H](C)[C@H](CN(C)C(=O)CCCN(C)C)OCCCC[C@H](C)Oc2ccc(NC(=O)c3ccncc3)cc2C1=O	3.7	.
CCOC(=O)Cc1c(C)nc2c(-c3ccccc3OC)c(C)nn2c1C	0.6	16
C[C@H]1CN([C@@H](C)CO)C(=O)c2cc(-c3cccc(C#N)c3)cnc2O[C@H]1CN(C)Cc1ccccc1	-0.5	.
CN(C)CCCOc1ccc(/C=N/NC(=O)CCCCC(=O)NO)cc1	-0.6	-8
CN(C(=O)CSc1nnc(-c2ccc([N+](=O)[O-])cc2)n1C)c1ccccc1	0.4	1
COc1ccc(OCC(=O)Nc2cccc3ncccc23)cc1	-0.1	0
CCCNC(=O)Nc1ccc2c(c1)C(=O)N(C)C[C@H](OC)[C@H](C)CN(Cc1cccnc1)[C@@H](C)CO2	0.3	0
C[C@H](CO)N1C[C@H](C)[C@H](CN(C)C(=O)c2ccncc2)Oc2ncc(C3=CCCC3)cc2C1=O	.	-20
Cc1ccc(S(=O)(=O)N[C@H]2CC[C@@H](CCn3cc(C4CCCCC4)nn3)O[C@@H]2CO)cc1	-0.1	-11

# Look-ups from above.
# C[C@@H]1CCCCO[C@H](CN(C)Cc2ccncc2)[C@@H](C)CN([C@@H](C)CO)C(=O)c2cc(NC(=O)C3CCCCC3)ccc2O1 – IDH1 R132H inh: 4.4
# C[C@@H]1CN([C@@H](C)CO)S(=O)(=O)c2ccc(-c3ccc(F)cc3)cc2O[C@H]1CN(C)C(=O)Nc1ccc(F)cc1 – PRC2 inh: -3
# COc1ccc(S(=O)(=O)Nc2ccc3c(c2)C(=O)N([C@H](C)CO)C[C@H](C)[C@H](CN(C)C(=O)NC(C)C)OCCCC[C@H](C)O3)cc1 – IDH1 R132H inh: -0.2
# COc1ccccc1S(=O)(=O)N[C@H]1C=C[C@@H](CC(=O)NCc2cc(F)cc(F)c2)O[C@@H]1CO – IDH1 R132H inh: -0.4

# Later entries.
canonical_smiles	IDH1 R132H inh	PRC2 inh
COCc1cn(CC[C@H]2CC[C@@H](NC(=O)c3ccccc3)[C@@H](CO)O2)nn1	0.3	-1
COc1ccc(S(=O)(=O)Nc2ccc3c(c2)C(=O)N([C@@H](C)CO)C[C@H](C)[C@H](CN(C)S(=O)(=O)c2ccc(C)cc2)O3)cc1	0.0	.
COCCOC(=O)N1C(=O)[C@@]2(c3cc(C#CC4(O)CCCCCC4)ccc31)[C@H](c1ccc(OCCO)cc1)N1[C@H](c3ccccc3)[C@H](c3ccccc3)OC(=O)[C@H]1[C@@H]2C(N)=O	0.3	-22
O=C(C[C@@H]1C=C[C@H](NS(=O)(=O)c2cccc(F)c2)[C@H](CO)O1)NCc1ccc2c(c1)OCO2	-0.1	4
COCC#Cc1ccc2c(c1)O[C@@H](CN(C)C(=O)CN(C)C)[C@@H](C)CN([C@@H](C)CO)S2(=O)=O	0.3	-7
C[C@@H]1CCCCO[C@H](CN(C)Cc2ccccc2)[C@H](C)CN([C@@H](C)CO)C(=O)c2cc(NC(=O)CCCN(C)C)ccc2O1	1.7	-24
O=C(C[C@@H]1C[C@@H]2c3cc(NC(=O)C4CCC4)ccc3O[C@@H]2[C@@H](CO)O1)NCc1ccccn1	0.0	8
C[C@@H]1CN([C@@H](C)CO)C(=O)c2c(c3ccccc3n2C)-c2ccccc2CO[C@H]1CN(C)C(=O)[C@@H]1CCCN1C	.	-7
COc1ccc(NC(=O)N[C@@H]2C=C[C@H](CC(=O)NCc3ccccn3)O[C@H]2CO)cc1	-0.1	-6
CC(=O)OCCSc1nc(N(C)C)nc(N(C)C)n1	-0.2	-8
Cc1ccc(C)c(NC(=O)C(Cc2ccccc2)N2C(=O)c3ccccc3C2=O)c1 (stereo not given)	0.2	4
C[C@@H]1CN([C@@H](C)CO)C(=O)c2cc(NC(=O)Nc3ccc(F)cc3)ccc2O[C@@H]1CN(C)C(=O)Nc1ccc(C(F)(F)F)cc1	2.0	.

# Among those listed so far, these have an aryl thioether with sulfur outside any ring.
canonical_smiles	IDH1 R132H inh	PRC2 inh
CSc1cccc(NC(=O)C(C)NS(=O)(=O)c2ccc(F)cc2)c1 (stereo not given)	0.4	25
CN(C(=O)CSc1nnc(-c2ccc([N+](=O)[O-])cc2)n1C)c1ccccc1	0.4	1
CC(=O)OCCSc1nc(N(C)C)nc(N(C)C)n1	-0.2	-8

# Following part.
canonical_smiles	IDH1 R132H inh	PRC2 inh
O=C(C[C@H]1C[C@@H]2c3cc(NC(=O)C4CCOCC4)ccc3O[C@@H]2[C@H](CO)O1)NCc1ccc(Cl)cc1	-0.3	-11
C[C@@H]1CN([C@H](C)CO)S(=O)(=O)c2ccc(/C=C/c3ccccc3)cc2O[C@H]1CN(C)C(=O)C1CC1	-0.6	9
C#CCNC(=O)C1=C[C@H](c2coc3ccccc3c2=O)C[C@H](OCCCCO)O1	.	6
CN(Cc1cc2ccccc2[nH]c1=O)S(=O)(=O)c1ccccc1	8.8	-8
COC(=O)c1cccc(NC(=O)CSc2nc(C)c3c(n2)CCCC3)c1	1.6	-15
CO[C@@H](CN(C)Cc1nccs1)[C@H](C)CN([C@H](C)CO)S(=O)(=O)c1ccc(C)cc1	-0.2	-7
COc1ccc(CN(C)C[C@@H]2Oc3ccc(NC(=O)Nc4c(C)noc4C)cc3CC(=O)N([C@@H](C)CO)C[C@H]2C)cc1	1.4	-2
CC(C)c1cn(CC[C@@H]2CC[C@@H](NS(=O)(=O)c3ccc(Cl)cc3)[C@@H](CO)O2)nn1	0.3	-6
CN(Cc1nc(-c2ccncc2)no1)S(=O)(=O)c1ccc(Cl)cc1	-0.5	2
O=C(CSc1nc2sc3c(c2c(=O)[nH]1)CCCC3)Nc1ccc(Cl)cc1	-0.2	2
CC(C)NC(=O)Nc1ccc2c(c1)C(=O)N([C@@H](C)CO)C[C@H](C)[C@H](CN(C)C(=O)Nc1ccccc1)O2	2.6	10
CCC(=O)N1C[C@@H](C)[C@H](OC)CN(C)C(=O)c2cc(NC(=O)C3CC3)ccc2OC[C@@H]1C	0.5	3

# Next entries:
canonical_smiles	IDH1 R132H inh	PRC2 inh
C[C@H](CO)N1C[C@H](C)[C@H](CN(C)C(=O)c2ccc(F)cc2)Oc2ncc(C3=CCCC3)cc2C1=O	0.1	-1
Cc1ccc2nc(-c3ccc(NC(=O)COc4ccc([N+](=O)[O-])cc4)cc3)sc2c1	1.2	.
CO[C@@H]1CN(C)C(=O)c2ccc(NC(=O)C3CC3)cc2OC[C@@H](C)N(C(=O)Cc2ccccn2)C[C@@H]1C	0.4	10
C[C@H]1CN([C@@H](C)CO)C(=O)Cc2cc(NS(=O)(=O)c3ccc(Cl)cc3)ccc2O[C@H]1CN(C)C(=O)Nc1ccc(C(F)(F)F)cc1	0.3	.
COCC#Cc1cnc2c(c1)C(=O)N([C@H](C)CO)C[C@@H](C)[C@@H](CN(C)C(=O)c1ccc(F)cc1)O2	2.1	7

# A portion from the list above:
canonical_smiles	IDH1 R132H inh	PRC2 inh
CCC(=O)N1C[C@@H](C)[C@H](OC)CN(C)C(=O)c2cc(NC(=O)C3CC3)ccc2OC[C@@H]1C	0.5	3
C[C@H](CO)N1C[C@H](C)[C@H](CN(C)C(=O)c2ccc(F)cc2)Oc2ncc(C3=CCCC3)cc2C1=O	0.1	-1
Cc1ccc2nc(-c3ccc(NC(=O)COc4ccc([N+](=O)[O-])cc4)cc3)sc2c1	1.2	.

# Compound activity (PubChem)

# The list is partial; count on the stated rates, not on these rows.
